# Menin-MLL TR inh: menin-MLL binding inhibition, Texas Red mutant peptide; Potency, µM (top dose mostly 61.6 µM), inactives show at the top dose FP activity change, negative = inhibition, actives largely listed as inhibitors; O00255; AID 1768; 0.23% of 270,000 active; Menin + Texas Red MLL mutant peptide, fluorescence polarization; active = well fitted inhibition curve with a large enough effect in the polarisation, with a control signal flat, not every such curve was filed as active; inconclusive = small, poorly fitted or top-dose-only effect, or effect the other way, or a change in a side signal; inactive = no such curve, though single readings can be large or run the other way; the % refers to the polarisation; also: potency is read from the fitted curve at half-maximal effect; % of control where 0% means no effect; many of its hits are not listed in these tables
# GALK inhibitor: inhibitors of human galactokinase; P51570; Purified GALK, Kinase-Glo residual ATP luminescence; Potency, µM (series often up to 57.5 µM), for inactives: at the highest dose activity change, negative = inhibition, hits mostly inhibitors; 0.007% of 270,000 active; AID 1868; also: potency is read from the fitted curve at half-maximal effect; % is scaled to controls: 0 for no effect and ±100 for the full control effect
#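 Compounds were pin-transferred into ATP buffer (35 uM final), then GALK plus galactose (5 nM, 100 uM final) was added. After 1 h at room temperature, Kinase-Glo Plus was added and luminescence read after 10 min.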
# hERG WT inh: inhibitors of human wildtype KCNH2 potassium channel; activity change, % at 1.84 µM; 0.37% of 340,000 active; AID 720551; Q12809; U2OS, BacMam KCNH2, thallium flux FluxOr; active compounds read low;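 active = maximum activity change below -70%; inconclusive = maximum activity change between -70% and -50%; inactive = maximum activity change above -50%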; also: % is scaled to controls: 0 for no effect and ±100 for the full control effect
#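 U2OS cells transduced with wild-type KCNH2 virus are loaded with FluxOr dye for 45 min, and thallium flux is measured in kinetic reads before and after stimulation buffer. Rate constants are normalized to DMSO controls.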
# USP2a inh: inhibitors of human ubiquitin-specific protease USP2a | 0.01% of 330,000 active | O75604 | USP2 core, Ub-CHOP2 coupled fluorogenic reporter, 485/531 | Potency, µM (titrated, usually from 38.3 µM), for the others: at the highest dose activity change, negative = inhibition, hits mostly inhibitors;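 also: potency is read from the fitted curve at half-maximal effect; plate controls were DMSO wells for no effect and full inhibition by NEM control for full effect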
#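 Cell-free coupled assay: 10nM USP2 core preincubated 30min RT with compound in Tris-HCl pH 8.0/CaCl2/CHAPS buffer, then 25nM Ub-CHOP2 and 25nM reporter substrate; fluorescence (Ex 485/Em 531) read after 60min RT, normalized to NEM inhibition, concentration-response curves fitted.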
# MBNL1 CUG block: inhibitors of human MBNL1 binding to CUG repeat RNA; Q9NR56; Potency, µM (doses to about 57.5 µM), inactives show at the highest dose activity change, negative = inhibition, actives largely listed as inhibitors; 0.036% of 280,000 active; TR-FRET MBNL1-His/biotin-(CUG)12 binding, 665/545 ratio; active = well fitted inhibition curve with a large enough effect in the signal ratio, with a control signal flat, not every such curve was filed as active; inconclusive = small, poorly fitted or top-dose-only effect, or effect the other way, or a change in a side signal; inactive = no such curve, though single readings can be large or run the other way; the % refers to the signal ratio; also: potency is read from the fitted curve at half-maximal effect; % is scaled to controls: 0 for no effect and ±100 for the full control effect
#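 MBNL1-His + Biotin-(CUG)12, cpd titration 92 nM–58 uM; Tb anti-His Ab 0.055 ng/ul, SA-XL665 5 nM (final); 60 min RT; ratiometric 665/545 nm, Ex 340 nm; normalized to buffer and full-complex controls.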
# TSHR antagonist: antagonists of human thyroid stimulating hormone receptor | AID 504810 | TSHR-expressing cells, TSH-stimulated cAMP HTRF, 2 h; active compounds read low | activity change, negative = inhibition, % at 11.5 µM | 0.2% of 330,000 active | P16473;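 active = activity change below a set negative limit, meaning inhibition stronger than a set level, cut at about -70% in these data; inconclusive = activity change between two set negative limits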; also: % is scaled to controls: 0 for no effect and ±100 for the full control effect
# Target sequence (P16473 whole entry, looked up): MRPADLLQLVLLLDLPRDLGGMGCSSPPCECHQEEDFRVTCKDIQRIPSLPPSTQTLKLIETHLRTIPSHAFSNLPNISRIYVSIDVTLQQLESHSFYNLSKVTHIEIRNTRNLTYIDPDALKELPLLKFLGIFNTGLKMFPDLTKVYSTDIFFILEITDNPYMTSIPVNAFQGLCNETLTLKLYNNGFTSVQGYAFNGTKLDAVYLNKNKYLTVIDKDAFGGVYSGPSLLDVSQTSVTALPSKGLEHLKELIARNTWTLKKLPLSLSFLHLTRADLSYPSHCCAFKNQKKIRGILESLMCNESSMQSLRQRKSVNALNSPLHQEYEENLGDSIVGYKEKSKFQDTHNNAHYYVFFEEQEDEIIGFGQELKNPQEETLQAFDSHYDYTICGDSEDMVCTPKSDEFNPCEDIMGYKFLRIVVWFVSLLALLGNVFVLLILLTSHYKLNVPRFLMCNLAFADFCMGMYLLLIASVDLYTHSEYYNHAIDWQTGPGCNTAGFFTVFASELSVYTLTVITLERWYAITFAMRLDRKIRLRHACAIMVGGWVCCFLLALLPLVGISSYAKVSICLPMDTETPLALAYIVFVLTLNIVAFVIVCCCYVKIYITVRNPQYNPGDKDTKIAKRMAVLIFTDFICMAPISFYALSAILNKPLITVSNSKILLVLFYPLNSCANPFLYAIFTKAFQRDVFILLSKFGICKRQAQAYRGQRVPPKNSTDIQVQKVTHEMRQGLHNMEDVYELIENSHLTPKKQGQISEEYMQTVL
#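 Freshly harvested TSHR cells receive pin-tooled compound, then EC80 TSH at 4nM final. After 2 hours at 37 deg C, antibody in lysis buffer and cAMP-d2 are added; 30 minutes at ambient temperature precede the HTRF read.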
# Mito fusion act: mitochondrial division inhibition or fusion activation; S. cerevisiae fusion-defective mutant growth rescue, CellTiterGlo 48 h; Potency, µM (highest dose often 46.1 µM), inactives show at the top dose growth rescue (activation), hits mostly activators; 0.23% of 320,000 active;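 also: potency is read from the fitted curve at half-maximal effect; % of control where 0% means no effect; nearly all actives have a fitted effect of over 45% in size; temperature-sensitive fusion mutants such as fzo1-1 at 37 °C on non-fermentable ethanol glycerol medium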
#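 S. cerevisiae fusion-defective temperature-sensitive mutants (e.g. fzo1-1, mgm1-5) grown 48 h at 37C in YPEG (ethanol/glycerol non-fermentable) medium with 23 nl compound per well; growth rescue read as CellTiterGlo luminescence.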
# Chronic BCR inh: chronic active BCR signaling inhibition | ABC-DLBCL IkBa-CBG/CBR reporter, luminescence ratio, 4 h | Potency, µM (doses to about 46.1 µM), for inactives: at the highest dose ratio change, negative = lower green/red ratio, usual class: inhibitors | 0.05% of 340,000 active | AID 493014; active = well fitted inhibition curve with a large enough effect in the signal ratio, with a control signal flat, not every such curve was filed as active; inconclusive = small, poorly fitted or top-dose-only effect, or effect the other way, or a change in a side signal; the % refers to the signal ratio;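 also: potency is read from the fitted curve at half-maximal effect; plate controls were basal doxycycline-induced cells for no effect and cells given 10 µM MG132 for full effect; MG132 reads +100%, hits lower the ratio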
#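 TMD8 human ABC-DLBCL cells with doxycycline-inducible IκBα–green luciferase fusion and unfused red luciferase, in 0.5% FBS medium; compounds up to 46 uM, 4 h at 37C. Green/red luminescence ratio, filter-overlap corrected, fitted to concentration-response curves.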
# Eya2 phos inh: Eya2 (human) phosphatase inhibition. O00167. recombinant Eya2, OMFP fluorescence dephosphorylation (OMFP is methylfluorescein phosphate). Potency, µM (highest dose often 76.9 µM), without a hit: at the highest dose activity, negative = inhibition, usual class: inhibitors. 0.006% of 330,000 active; also: potency is read from the fitted curve at half-maximal effect; % is scaled to controls: 0 for no effect and ±100 for the full control effect
#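 Eya2 protein (added as 0.2 uM solution) was preincubated with compound for 10 min at ambient temperature in 50 mM HEPES pH 7.5, 50 mM NaCl, 5 uM MgCl2, 0.05% BSA, 1 mM DTT. OMFP (added at 50 uM) then reacted 10 min; fluorescence read at 485/525 nm.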
# S-ASM inh: blocks human secretory acid sphingomyelinase; 0.006% of 340,000 active; P17405; placental ASM, HMU-PC fluorogenic substrate, 60 min; Potency, µM (top dose mostly 57.5 µM), for the others: at the highest dose activity change, negative = inhibition, usual class: inhibitors; also: potency is read from the fitted curve at half-maximal effect
#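 Human placenta-derived ASM preincubated with compound 10 min at room temperature, then reacted with 9 uM (final) fluorogenic HMU-PC substrate for 60 min at 37 C. Stop solution raises pH to 10; fluorescence read at Ex 386/Em 447 nm.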
# PKM2 act: PKM2 (human) enzyme activation. P14618. purified PKM2, Kinase-Glo ATP luminescence, activation; response scale: 0% is enzyme alone, no compound. 0.34% of 260,000 active. Potency, µM (titrated, usually from 57.5 µM), for the others: at the highest dose activation, actives largely listed as activators; also: potency is read from the fitted curve at half-maximal effect; % is scaled to controls: 0 for no effect and ±100 for the full control effect; nearly all actives have a fitted effect of over 55% in size
#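 Kinase-Glo luminescence reports ATP generated from ADP (0.1 mM) and PEP (0.5 mM) by purified hPK-M2 after 1 h at room temperature, pH 7.2 imidazole buffer; intermediate enzyme activity allows detecting inhibitors and activators.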
# Starred values were filed as active, the others as inactive; u = inconclusive; x = no result given; [ ] = remark or other dose. Unless noted, calls follow the shape of the dose curve; as a rule, active = well fitted curve in the direction sought with a large enough effect; inconclusive = small, poorly fitted or top-dose-only effect, or another doubt; inactive = no such curve, though single readings can be large; an effect the other way counts as inactive or inconclusive. This is a subset. The share of hits here may be higher or lower than overall.
SMILES,Menin-MLL TR inh,GALK inhibitor,hERG WT inh,USP2a inh,MBNL1 CUG block,TSHR antagonist,Mito fusion act,Chronic BCR inh,Eya2 phos inh,S-ASM inh,PKM2 act
CC1(C)CC(NC(=O)C2CCN(S(=O)(=O)c3ccccc3C(F)(F)F)CC2)CC(C)(C)N1,x,-7%,8,0%,-16%,-44,-4%,-9%,6%,-2%,0%
[NH-]c1ncnc2c1N=C[N+]2=CC=CCO,9%,2%,1,0%,8%,6,8%,0%,27%,10%,-2%
Cc1ccc(-n2nc3c(=O)n(CC(=O)NCCC4=CCCCC4)nc(C)c3c2C)cc1,-8%,-3%,5,-1%,-4%,16,4%,3%,-1%,9%,x
CCN(CC)C(=O)CC(c1ccc(F)cc1)c1ccc(OC(C)C)cc1 (configuration not stated),2%,-1%,x,1%,-3%,-13,21%,u,-11%,x,-1%
O=C(CSc1nnc(-c2ccncc2)o1)Nc1nncs1,x,5%,-1,0%,2%,-7,-3%,11%,-17%,-20%,x
CCn1nc(C)c(CN2CCCC(CNS(=O)(=O)c3ccc(OC)cc3)C2)c1C (configuration not stated),x,-3%,16,-7%,-9%,-49,1%,8%,7%,-1%,-1%
CC(=O)c1ccc(N2CCN(S(=O)(=O)c3c(C)[nH]c(C)c3C(=O)N3CCCC3)CC2)cc1,2%,2%,13,0%,4%,1,0%,u,-2%,4%,x
COCCCNC(=O)Cn1ccc(N)nc1=O,x,x,39,-1%,x,-21,2%,u,-7%,4%,x
O=C(Nc1ccccc1)/C(=C/c1ccccc1)NC(=O)c1ccco1,-3%,11%,0,0%,-1%,1,13%,5%,-2%,-2%,-2%
COC(=O)c1[nH]c2ccc(Br)cc2c1NC(=O)CN1CCN(C2CCCCC2)CC1,-13%,0%,-46,1%,11%,-2,0%,u,-1%,-7%,6%
O=C(CSc1oc(-c2cccs2)nc1S(=O)(=O)c1ccccc1)NC1CCCCC1,-15%,-5%,21,1%,-3%,3,4%,11%,11%,-2%,3%
O/N=C1\CC2(Cc3nonc31)OCCO2,-3%,3%,-14,1%,13%,15,-1%,1%,9%,5%,-4%
COc1ccc(N2CCN(C(=O)COC(=O)CCS(=O)(=O)c3ccc(C)cc3)CC2)cc1,x,x,-1,0%,x,-10,1%,6%,4%,-4%,x
O=C(Nc1cccc(F)c1)/C(=C\c1cccnc1)NC(=O)c1cccs1,-19%,x,1,2%,8%,1,3%,-9%,-8%,5%,-2%
CCOc1ccccc1NC(=O)NCc1ccccc1F,-14%,-1%,x,4%,3%,-17,-1%,u,-10%,-1%,6%
Clc1ccc(SCCCCn2ccnc2)cc1,-3%,0%,19,-1%,-3%,1,4%,u,3%,-1%,5%
COc1cccc(C(=O)NCCn2ccc3ccccc32)c1,8%,-1%,2,3%,-3%,3,-4%,u,-2%,-3%,1%
COc1cccc(C(C(=O)NC2CCCC2)N(C(=O)CNC(=O)c2ccco2)c2cccnc2)c1 (configuration not stated),-5%,-1%,-1,3%,0%,11,2%,-2%,-5%,-1%,-2%
CCSc1nnc(NC(=O)CSc2nc3c(c(=O)n2CCOC)SC(C)C3)s1 (configuration not stated),x,1%,31,-3%,-1%,-2,-2%,1%,-19%,3%,1%
COc1ccccc1N1CCN(C(CNS(=O)(=O)c2ccc(C)cc2)c2cccnc2)CC1 (configuration not stated),-5%,-3%,2,3%,-2%,-3,-1%,0%,-24%,5%,1%
O=C(Nc1nc2ccccc2s1)Nc1ccc(F)cc1F,21%,4%,3,0%,1%,2,-2%,u,-6%,-2%,1%
COc1cc(-c2c(NC(=O)c3ccco3)oc3c(C)cccc3c2=O)cc(OC)c1OC,x,8%,8,2%,35%[activator],-7,0%,-1%,3%,3%,x
Oc1ccc(-c2n[nH]c(=S)n2Cc2ccccc2)cc1,7%,1%,-2,-2%,-6%,23,1%,4%,-5%,0%,-11%
COc1ccc(S(=O)(=O)N2CCCCC2)cc1NC(=O)C1CC1C (configuration not stated),x,x,7,4%,x,-2,-2%,5%,-3%,3%,x
O=C(O)CC(SCC(=O)Nc1ccccc1)C(=O)O (configuration not stated),21%,1%,7,1%,-3%,28,-3%,u,7%,-3%,4%
COc1cc2cc(Br)cc(Br)c2nc1C,9%,-1%,-32,-3%,u,25,-3%,u,-5%,-14%,0%
COC(=O)c1sc2cc(C(F)(F)F)cnc2c1-c1cccnc1,-3%,0%,-22,0%,24%,-5,-7%,3%,-19%,7%,9%
Cn1c(-c2cccc(OCc3ccccc3)c2)nc2c1c(=O)[nH]c(=O)n2Cc1ccccc1,x,-1%,-4,2%,5%,13,-6%,-1%,-23%,7%,-18%
CC(=O)c1c(O)c2cccc3c2n(c1=O)CCC3,-9%,2%,-3,0%,-6%,50,1%,2%,u,0%,x
C/C=C(/C)C(=O)Nc1cccc(C2=NOC3(C2)C[C@@H](C(N)=O)N(C(=O)C2(C)CC2)C3)c1 (some centres not stated),x,-2%,-3,0%,1%,-1,-7%,-15%,-26%,2%,-13%
O=C(COC(=O)/C=C/c1cccc([N+](=O)[O-])c1)NCC1CCCO1 (configuration not stated),12%,15%,-2,1%,u,-5,1%,2%,-7%,3%,2%
CCn1c(NC(=O)C(C)C)c(-c2cccs2)c(=O)c2ccccc21,x,0%,-1,0%,-6%,-4,-2%,-1%,6%,5%,7%
Cc1c(C(=O)NCc2cccnc2)oc2ccc(S(=O)(=O)N3CC(C)CC(C)C3)cc12 (configuration not stated),8%,0%,-4,1%,3%,-3,-4%,6%,8%,4%,5%
O=C(O)c1ccccc1-c1ccccc1C(=O)Nc1ccc(OC(F)(F)F)cc1,22%,-1%,8,3%,6%,-19,-1%,0%,4%,0%,0%
COc1ccc(N2CCN(C(=O)CCNS(=O)(=O)c3cc(Br)cnc3N)CC2)cc1,-18%,3%,-9,-5%,-9%,1,11%,u,-2%,-8%,x
C#CCn1c(CCNC(=O)c2ccco2)nc2ccccc21,2%,7%,5,0%,-11%,19,14%,1%,3%,-1%,3%
Cc1ccc(Nc2nc3nonc3nc2N(C)C)cc1,0%,3%,-3,1%,u,7,-1%,-3%,-4%,-8%,1%
C=CCn1c(Oc2cccc(C)c2)nc2c1c(=O)n(C)c(=O)n2C,3%,0%,7,-1%,-7%,-15,-2%[9.22 µM],29%,1%,-1%,-2%
Cc1cccc(N2CCN(C(c3ccc(N(C)C)cc3)c3nnnn3C(C)(C)C)CC2)c1C (configuration not stated),-22%,0%,0,0%,u,3,-1%,0%,-14%,-1%,-11%
CCOc1ccc2nc(SCC(=O)NC(=O)NCc3ccco3)sc2c1,u,-3%,-2,5%,10%,-6,-3%,-1%,13%,-4%,0%
CCOC(=O)c1sc2nc(SCC(=O)NCc3ccco3)n(Cc3ccccc3)c(=O)c2c1C,5%,0%,1,0%,u,7,0%,11%,-8%,-2%,-4%
O=C(C1=NN[C@@H]2C(=O)N(c3ccccc3C(F)(F)F)C(=O)[C@H]12)c1cnccn1,x,x,-7,4%,16%,5,0%,u,-3%,3%,-4%
O=C(CC1SC(=O)N(c2ccccc2)C1=O)Nc1ccccc1 (configuration not stated),28%,-2%,-17,-2%,8%,37,-9%,u,12%,3%,1%
CN(C)N1C(=O)CC(NNC(=O)c2ccncc2)C1=O (configuration not stated),7%,1%,0,1%,-14%,36,-4%,1%,2%,1%,0%
CCCC(=O)Nc1ccc(NC(=O)C23CC4CC(CC(C4)C2)C3)cn1,-4%,1%,0,1%,0%,2,4%,12%,2%,-3%,4%
O=C(O)CCCC(=O)Nc1ccccc1C(=O)N1CCOCC1,-8%,3%,6,-2%,-3%,5,-2%,2%,8%,5%,-2%
